Bioassay records as filed in PubChem.
hcGAS inh – Primary biochemical luminescence assay for human cyclic GMP-AMP synthase inhibitors | Q8N884 | recombinant h-cGAS, ATP depletion, Kinase-Glo luminescence | inhibition, % at 12.5 µM | 290,000 tested, 0.081% active;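 also: 0% = vehicle reaction and 100% = reaction without DNA for no activity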
Target sequence (Q8N884 whole entry, looked up): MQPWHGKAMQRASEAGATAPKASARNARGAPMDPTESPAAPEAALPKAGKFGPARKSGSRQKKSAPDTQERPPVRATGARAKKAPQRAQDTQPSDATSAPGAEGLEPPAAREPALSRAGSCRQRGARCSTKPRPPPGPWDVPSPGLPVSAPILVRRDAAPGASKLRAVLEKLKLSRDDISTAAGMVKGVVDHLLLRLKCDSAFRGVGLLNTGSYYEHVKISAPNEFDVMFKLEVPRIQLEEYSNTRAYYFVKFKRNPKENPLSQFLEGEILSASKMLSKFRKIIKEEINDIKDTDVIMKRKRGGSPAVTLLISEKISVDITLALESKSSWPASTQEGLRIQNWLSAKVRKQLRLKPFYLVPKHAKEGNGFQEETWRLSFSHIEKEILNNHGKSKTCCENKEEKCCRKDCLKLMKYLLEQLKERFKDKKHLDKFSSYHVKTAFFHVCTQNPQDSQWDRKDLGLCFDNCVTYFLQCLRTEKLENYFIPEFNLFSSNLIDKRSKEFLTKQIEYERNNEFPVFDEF
NPYLR7 ag – agonists of mosquito NPYLR7 receptor, primary screen, cell-based, Aedes aegypti, calcium fluorescence, mosquito biting behavior. Aedes aegypti neuropeptide Y-like receptor 7 (NPYLR7). AID 1259423, 2018. activation, % at 10 µM. HEK293T NPYLR7/Galpha15, GCaMP6s calcium fluorescence. 270,000 tested, 0.15% active; in the data active = activation above about 40%;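 also: 0% = vehicle and 100% = reference agonist at the receptor; some compounds past the cut are filed as inactive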
mcGAS lum – cyclic GMP-AMP synthase inhibitors, mouse, primary biochemical chemiluminescence; Q8C6L5; recombinant cGAS, Kinase-Glo ATP depletion luminescence; inhibition, % at 12.5 µM; 160,000 tested, 0.15% active; AID 1259399, 2018;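 also: 0% = negative control wells and 100% = reference inhibitor with no enzyme activity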
* = called active by the depositor; · = not tested or not shown; & = joins results of further samples. Rule as the data show it, unless noted: active = inhibition above about 40%; inactive = the rest.

canonical_smiles | mcGAS lum | NPYLR7 ag | hcGAS inh
Nc1nc(CSc2nnc(C3CC3)n2C2CC2)nc(Nc2ccccc2)n1 | -6 | 0 | -10
CC1(C)OCC(CNC(=O)CCCc2ccc(NC3OC(C4COC(C)(C)O4)[C@@H]4OC(C)(C)O[C@H]34)cc2)O1 (some centres undefined) | -3 | -4 | -8
CC(C)(C)c1ccc(OCC(=O)Nc2cc(C(C)(C)C)nn2-c2cccc(F)c2)cc1 | -7 | 33 | -3
Cn1c(O)c(N=NC(=O)c2ccc(C#N)cc2)c2ccccc21 | -6 | -5 | -9
CCOCCn1c(=O)n(C(C)C(=O)N2CCCC2)c2cc(C(=O)O)cnc21 (centres undefined) | · | -10 | 1
O=C(NC(=S)NC1CCSC1=O)c1ccc([N+](=O)[O-])cc1 (centres undefined) | -3 | 1 | -5
CCSC(=N)N | -5 | -9&-6 | -1&-5
CCOC(=O)C1=C(C)Nc2ncnn2C1c1cccc(F)c1 (centres undefined) | -6 | 4 | -11

Quoted from the listing:
hcGAS inh, `CCOCCn1c(=O)n(C(C)C(=O)N2CCCC2)c2cc(C(=O)O)cnc21` (centres undefined) stands at 1
hcGAS inh, `CC1(C)OCC(CNC(=O)CCCc2ccc(NC3OC(C4COC(C)(C)O4)[C@@H]4OC(C)(C)O[C@H]34)cc2)O1` (some centres undefined) stands at -8
mcGAS lum, `Nc1nc(CSc2nnc(C3CC3)n2C2CC2)nc(Nc2ccccc2)n1` stands at -6
mcGAS lum, `CCOC(=O)C1=C(C)Nc2ncnn2C1c1cccc(F)c1` (centres undefined) stands at -6
hcGAS inh, `Cn1c(O)c(N=NC(=O)c2ccc(C#N)cc2)c2ccccc21` stands at -9

Going on with the list.
canonical_smiles | mcGAS lum | NPYLR7 ag | hcGAS inh
CC1=C(C(=O)Nc2cc(C)on2)C(c2ccccc2Cl)NC(=S)N1C (centres undefined) | · | 3 | -4
CC(=O)Nc1ccc(O)c(C(=O)NC(C)c2ccccc2C)c1 (centres undefined) | · | 0 | -7
CCCCN(CC(=O)N1CCc2sccc2C1c1ccc(Cl)cc1)C(=O)c1ccc(C)c([N+](=O)[O-])c1 (centres undefined) | -6 | 2 | -4
CC(C)(CC(=O)O)CC(=O)N(CCC#N)Cc1ccccc1 | -3 | -7 | -4
COc1ccc(NC(=O)c2ccc(-n3nc(C)cc3C)cc2)cn1 | -5 | 9 | -2
O=C(OCc1ccccc1)C1=NNC2C(=O)N(C3CCCCC3)C(=O)C12 (centres undefined) | · | 17 | -8
COc1cc(CN2C(=O)C(C)Sc3ccc(C(C)=O)cc32)cc(OC)c1 (centres undefined) | · | 3 | -2
CC(C)N(CC(=O)N(CCc1c[nH]c2ccccc12)Cc1ccc(F)cc1)C(=O)c1cc(Cl)cc(Cl)c1 | -5 | 23 | -3
CCNC(=O)Cn1c(CO)cnc1SCC(=O)Nc1ccc(C)cc1 | -8 | 10 | -3
COCCN(Cc1cc(Cl)ccc1OS(C)(=O)=O)C(=O)c1ccco1 | -11 | · | -5
CC1=NC2=C(C(=O)CCC2)C(c2cccc(Cl)c2Cl)C1C(=O)OC1CCCC1 (centres undefined) | -7 | -6 | -5
Cc1nc2c(c(N3CCCCC3)n1)CN(C(=O)c1ccc(-c3ccccc3)cc1)CC2 | -6 | 3 | -6
CC1CCCC(C)C1NC(=O)C(=O)NC1CC1 (centres undefined) | -17 | 0 | -7
O=C(CCC(=O)N1CCc2ccccc21)NCc1ccccc1Sc1ccccc1CO | -4 | -1 | -5
COc1ccc(C(CC(=O)N2CCN(C(C)=O)CC2)c2c[nH]c3ccccc23)cc1 (centres undefined) | -3 | 2 | 0
Cn1c(=O)[nH]cc(CC(=O)NCc2ccc3[nH]c4c(c3c2)CCCC4)c1=O | -15 | 5 | -6
O=C(CCC1CCCCC1)NC1CCN(c2ccc(=O)n(CC3CC3)n2)CC1 | -4 | · | -11
NC(=O)CSc1cn(CCNC(=O)c2ccc(Cl)cc2Cl)c2ccccc12 | · | 25 | 2
Cc1ccc(F)cc1NC(=O)CCNC(=O)OC(C)(C)C | -11 | 2 | -4
CC(=O)Nc1ccc(Nc2cc3c(cn2)nc(-c2ccco2)n3C)cc1 | -7 | 5 | -10
COc1ccc(C(=O)C2CCCN(C(=O)c3cccc(-c4ccccc4)c3)C2)cc1OC (centres undefined) | -4&-4 | 0&-12 | -2&-3
O=C(CCc1c(F)cccc1F)N(CCO)C1CC1 | · | -3 | 2
COC(=O)C(=O)N1CCC(CCc2ccccc2)CC1 | -4 | 26 | -4
CN(CC1=CCCN(CCNC(N)=O)C1)C(=O)C1CCCCC1 | -7 | 6 | -1
CN(C(=O)CCN(C)S(C)(=O)=O)C1Cc2ccccc2C1 | · | -8 | -6
COc1cc(NC(=O)c2cnccn2)c(OC)cc1Cl | · | -6 | -2
N#C/C(=C/c1ccc(N2CCCCC2)o1)c1cccc(F)c1 | · | 63* | -1
Cc1cccc(OCC(=O)Nc2nc(-c3cccs3)cs2)c1C | -6 | 1 | -2
NCc1ccc(Cn2cncn2)cc1 | · | 8&4 | -4&-4
CC1=Nc2ccccc2N=C(C)C1 | · | 4 | -4
FC(F)(F)c1cccc(N=c2oc3ccc4ccccc4c3cc2-c2nc3ccccc3[nH]2)c1 | -3 | -4 | -2
COc1ccccc1-n1cc(CNC(=O)c2cn(C3CCCCC3)nn2)cn1 | -6 | 12 | -3
COc1ccc(C2CC(C(F)(F)F)n3ncc(C(=O)NCc4ccccc4)c3N2)cc1 (centres undefined) | 0 | -11 | 1
Cc1ccc(-c2ccnc(-c3ccc(N)nc3)n2)c(C)n1 | · | -2 | -4
O=C(NCCCN1CCCC1=O)C(C1CCCC1)N1CCN(C(=O)c2ccc(F)cc2F)CC1 (centres undefined) | -5 | -1 | -4
Cc1cccc(-n2nc(C(C)(C)C)cc2NC(=O)CN(Cc2ccccc2)C(=O)c2cc(C(F)(F)F)cc(C(F)(F)F)c2)c1 | -3 | -8 | -7
Cc1ccc(-n2nc(-c3ccc(C)c(C)c3)cc2C(=O)N2CCN(c3cccc(C(F)(F)F)c3)CC2)c(C)c1 | 1 | · | -3
COc1ccc(-c2ccc(=O)n(CCNC(=O)NC3CCCCC3)n2)cc1OC | -6 | -6 | -4
CC(=O)OC(C)(C)C(=O)N1CCN(CCCOC(c2ccc(Cl)cc2)c2ccc(Cl)cc2)CC1 | -7 | 20 | -4
CC(C#N)c1cccc(C(=O)N2CCN(Cc3cccc(-c4noc(-c5cccnc5)n4)c3)CC2)c1 (centres undefined) | -5 | -3 | 0
COc1ccc(C2NC(=O)N(C)C3=C2C(=O)N(C2CCCCC2)C3)cc1 (centres undefined) | 0 | 4 | 2
Clc1nc2ccc(Br)cc2s1 | -6 | 1 | -1
Cc1cc(N2CCCCCC2)n2c(nc3ccccc32)c1C#N | -3 | 2 | -9
Cc1nc(CCNC(=O)CC2COCCN2)sc1C (centres undefined) | · | -4 | -2
COc1cccc(C2c3[nH]c4ccccc4c3CCN2C(=O)Cc2ccn(C)c2)c1 (centres undefined) | -1 | 3 | 1
Cc1cc(=O)c(C(=O)NC2CCOc3ccccc32)nn1-c1ccccc1 (centres undefined) | · | -22 | 2
COc1ccc(C2(C(=O)N(C)Cc3cnn(C)c3C)CCCC2)cc1 | · | 0 | -5
CSCC[C@H]1C(=O)N(CC(=O)NCC2CCCCC2)C[C@@H]2N(Cc3cccnc3)CCC(=O)N21 | -2 | 0 | 1
COc1cc(S(=O)(=O)NCCCn2ccnc2)ccc1Br | · | -1 | 0
CCN(CC(C)(C)O)C(=O)COc1ccc(C)cc1OC | · | 8 | -9
COCCOC(=NCc1ccccn1)NC(=O)c1ccc(OC)cc1 | -5 | 14 | -2
CCOc1cc(/C=N\n2c(=O)c(C(C)(C)C)nn3cnnc23)ccc1O | · | 0 | -10
CN(C)S(=O)(=O)c1ccc(F)c(C(=O)OCC(=O)C(C)(C)C)c1 | · | -1 | -8
Cc1nc2c(=O)n(Cc3ccccc3F)nc(-c3ccc(F)cc3)c2s1 | -8 | 0 | 0
CC(C)c1ccccc1OC1CC2CCC(C1)N2C(=O)c1ccc(CSc2nc3cc(Cl)ccc3o2)cc1 (centres undefined) | -8 | 9 | -19
COc1ccc(OC)c(C(C)NS(=O)(=O)c2ccc3c(c2)CCCN3C(C)=O)c1 (centres undefined) | -7 | 12 | -5

More structures:
canonical_smiles | mcGAS lum | NPYLR7 ag | hcGAS inh
NC(=O)C1CC2CCCCC2N1c1nc2ccccc2s1 (centres undefined) | · | 15 | -16
Cc1ccn(CCNc2nccc(-c3c(C)nn(C)c3C)n2)n1 | -19 | 3 | -1
COc1ccc(CNC(=O)CCC2CCCN(C(=O)c3ccsc3)C2)c(OC)c1 (centres undefined) | · | 0 | -8
COc1ccc(-c2nnc3ccc(OCCNC(=O)NC4CCCCC4)nn23)cc1OC | -10 | -3 | -4
O=C(c1n[nH]c2c1CCC2)N1CCc2c(c(C(=O)N3CCOCC3)nn2CCCc2ccccc2)C1 | -7 | 19 | -19
COc1ccc(OCc2nc(-c3ccc(Br)o3)no2)cc1 | · | -1 | -5
O=S(=O)(NC1CCN(C2CCOC2)CC1)c1ccc(Cl)nc1 (centres undefined) | -12 | 8 | -7
COc1ccc(CCNC(=O)c2cc(-c3ccc(F)cc3)nc3cc(-c4ccccc4)nn23)cc1OC | -6&-5 | -6&2 | -3&-7
O=C(O)C1CCCCC1C(=O)N1CCC2(CC1)OCCO2 (centres undefined) | -6 | · | 12
C=CCN(CC(=O)N1CCc2sccc2C1COc1ccc(Cl)cc1)C(=O)C1CCCC1 (centres undefined) | -6 | 4 | -5
O=c1c(Sc2ccc(Cl)cc2)c(O)c2c(n1-c1ccccc1)CCCC2 | · | 1 | 0
CCc1nc2c(OCC(=O)C(C)(C)C)cccn2c1N(C)C(=O)c1ccco1 | -3 | 14 | -7
O=c1[nH]cnc2c(Br)cccc12 | · | -3 | -5
O=C(Cn1cnc2sccc2c1=O)NCCc1ccc(Cl)cc1 | · | 11 | -3
Cc1cccc(Nc2cc3c(cn2)nc(-c2ccco2)n3C)c1 | -8 | 2 | -6
Cc1ccc(Cn2c(Cn3ccnc3)nc3ccccc3c2=O)cc1 | · | 5 | -11
O=C(Oc1ccc(I)cc1)C1COc2ccccc2O1 (centres undefined) | -5 | 6 | -6
Cc1ccccc1CC(=O)N1CCC(n2cnc3ccc(F)cc32)CC1 | -6 | · | -6
O=C(CN(Cc1ccco1)C(=O)c1ccc(S(=O)(=O)N2CCCCCC2)cc1)Nc1ccccc1 | -3 | 0 | -3
CC(=O)c1cc(C(=O)N2CCCC(C(=O)c3ccc(-c4ccccc4)c(F)c3)C2)cs1 (centres undefined) | -9 | 26 | -7
COc1ccc(NC(=O)c2ccno2)cc1N1CCCCC1=O | · | 0 | -9
Cc1ccc(N2CC(C(=O)NCCc3ccccn3)CC2=O)cc1 (centres undefined) | · | 0 | -11
OCCCOC1CCN(c2ccc3ccc(F)cc3n2)CC1 | · | 7 | -5
OCC1(Cc2ccccc2)CCCN(Cc2ccc3c(c2)OCCO3)C1 (centres undefined) | -3 | 7 | -5
CC1(C)N=C(N)N=C(N)N1c1ccc([N+](=O)[O-])cc1 | -9 | 12 | -9
Cc1ccccc1CSc1nnc(CNC(=O)Nc2ccc(C#N)cc2)n1-c1cc(Cl)ccc1Cl | -6 | 15 | -8
COc1ccc(OCC(O)CN2CCC(O)CC2)c(CNC(C)C)c1 (centres undefined) | -10 | -1 | -6
Cn1nc(NC(=O)Cc2ccccc2Cl)c2c1NC(=O)CC2c1cccs1 (centres undefined) | -7 | -16 | -5
Cc1cccc2[nH]c(CCNC(=O)[C@H]3CCCO3)nc12 | -7 | -1 | -5
CC(=NNc1nc(C)cc(C)n1)c1cc2c(ccc3ccccc32)o1 | · | -1 | -5
Cc1ccc(/C=C2N=C(/C=C\c3cccc([N+](=O)[O-])c3)OC/2=O)o1 | -3 | 4 | -8
COc1cccc(-c2cc(-c3ccc(C(=O)NCCc4cccc(Cl)c4)cc3)[nH]n2)c1 | -6 | -1 | -5
COc1ccc(OC)c(NC(=O)CSc2ncnc3c2oc2ccccc23)c1 | -7 | 5 | -7
NC(=O)C1Cc2ccccc2N1C(=O)c1cc(=O)c2ccccc2o1 (centres undefined) | -9 | -6 | -2
Cc1nnc(SCC(=O)Nc2cc(-c3ccc(Cl)cc3)nn2C)n1C | · | 4 | -6
CC(C)c1csc(CN2CCCC(CCNS(C)(=O)=O)C2)n1 (centres undefined) | · | 1 | 0
O=C(c1csc(CSc2nnc(Cc3ccccc3)n2-c2ccc(Cl)c(Cl)c2)n1)N1CCc2ccccc2C1 | -7 | 0 | -11
CC1NC(=S)N(c2ccc(C(C)C)cc2)C1=O (centres undefined) | · | 2 | 1

Entries of single compounds from above. Order of screens: mcGAS lum | NPYLR7 ag | hcGAS inh
O=C(c1csc(CSc2nnc(Cc3ccccc3)n2-c2ccc(Cl)c(Cl)c2)n1)N1CCc2ccccc2C1 in the list: -7 | 0 | -11
NC(=O)C1Cc2ccccc2N1C(=O)c1cc(=O)c2ccccc2o1 (centres undefined) in the list: -9 | -6 | -2
CC1NC(=S)N(c2ccc(C(C)C)cc2)C1=O (centres undefined) in the list: · | 2 | 1
